Compound activity: PubChem BioAssay, several laboratories
DUSP3 inh = VHR1 phosphatase inhibitors, primary screen, biochemical, absorbance, uHTS. recombinant VHR phosphatase, pNPP absorbance. Dual specificity protein phosphatase 3 (Homo sapiens), P51452. inhibition, % at 13.3 µM. 0.52% of 290,000 active; in the data active = inhibition above about 50%; also: some compounds called inactive have numbers as strong as hits
Target sequence (P51452 whole entry, looked up): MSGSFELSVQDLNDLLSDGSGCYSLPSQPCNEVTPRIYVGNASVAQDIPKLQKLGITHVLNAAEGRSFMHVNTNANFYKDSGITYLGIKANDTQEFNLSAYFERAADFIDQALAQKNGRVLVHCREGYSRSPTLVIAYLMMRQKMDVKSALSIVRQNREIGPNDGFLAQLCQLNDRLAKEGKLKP
Vc quorum ag = inducers of Vibrio cholerae quorum light production without autoinducers, primary screen, BH1578 luxS cqsA deficient, single point | activation, % at 18.7 µM | 0.16% of 350,000 active | V. cholerae BH1578 lux reporter, luminescence, 6 h; in the data active = activation mostly above about 9.7%, no sharp cut-off; also: not every result past the cut was called active; inactives centre near 0; reference of the scale not given here
3CLpro inhibitor = SARS-CoV 3CLpro protease inhibitors, primary screen, biochemical, quenched FRET. Replicase polyprotein 1ab (Severe acute respiratory syndrome coronavirus), P0C6X7. recombinant SARS-CoV 3CLpro, quenched FRET peptide cleavage. inhibition, % at 6 µM. 0.14% of 290,000 active. AID 1706, 2009; in the data active = inhibition above about 12%
CCHF vOTU inh = CCHFV vOTU protease inhibitors, primary screen, biochemical, Pep-AMC substrate, fluorescence | inhibition, % at 11.5 µM | AID 651958, 2012 | 0.55% of 370,000 active | Crimean-Congo hemorrhagic fever virus L polyprotein viral ovarian tumor (vOTU) protease …; in the data active = inhibition above about 30%; also: 0% = vehicle wells with enzyme and 100% = no enzyme wells
TcdB inh = TcdB glycohydrolase inhibitors, primary screen, biochemical, single point, plate reader; Toxin B (Clostridioides difficile), P18177; TcdB glycohydrolase enzymatic assay; inhibition, % at 9.99 µM; 0.24% of 350,000 active; in the data active = inhibition above about 10%
Y pestis TopoI = Yersinia pestis topoisomerase I inhibitors, primary screen, biochemical, cleavage product accumulation, plate reader, single point; activity, % at 10 µM; DNA topoisomerase I (Yersinia pestis CO92); Y. pestis Topo-I cleavage product accumulation; AID 504884, 2011; 0.064% of 360,000 active; in the data active = activity above about 50%, passing the limit was not always enough; also: inactives centre near 2
MazEF act = activators of E. coli MazEF toxin-antitoxin RNase, primary screen, biochemical, fluorescence, uHTS. FAM/BHQ RNA-DNA oligo cleavage fluorescence, 5 h. 0.32% of 350,000 active. activation, % at 20 µM. Endoribonuclease toxin MazF (Escherichia coli (strain K12)), P0AE70; in the data active = activation above about 50%
Target sequence (P0AE70 whole entry, looked up): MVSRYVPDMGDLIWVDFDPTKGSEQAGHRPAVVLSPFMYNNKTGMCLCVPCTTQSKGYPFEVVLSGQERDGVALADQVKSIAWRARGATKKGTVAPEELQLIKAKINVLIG
PrPC surface inh = inhibitors of human cell surface prion protein PrPC, primary screen, cell-based, TR-FRET. 0.43% of 370,000 active. Major prion protein (Homo sapiens), P04156. TR-FRET read-out. inhibition, % at 13.8 µM; in the data active = inhibition above about 24%; also: 0% = median of the test wells and 100% = reference compound wells
Rv3671c protease = Rv3671c serine protease inhibitors, primary screen, biochemical, fluorescence polarization, M. tuberculosis H37Rv. 0.048% of 320,000 active. P9WHR9. inhibition, % at 5.96 µM; in the data active = inhibition above about 38%;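 also: extracellular domain of Rv3671c used as enzyme; 0% = enzyme with DMSO and 100% = no enzyme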
Target sequence (P9WHR9 whole entry, looked up, the tested form may be a part): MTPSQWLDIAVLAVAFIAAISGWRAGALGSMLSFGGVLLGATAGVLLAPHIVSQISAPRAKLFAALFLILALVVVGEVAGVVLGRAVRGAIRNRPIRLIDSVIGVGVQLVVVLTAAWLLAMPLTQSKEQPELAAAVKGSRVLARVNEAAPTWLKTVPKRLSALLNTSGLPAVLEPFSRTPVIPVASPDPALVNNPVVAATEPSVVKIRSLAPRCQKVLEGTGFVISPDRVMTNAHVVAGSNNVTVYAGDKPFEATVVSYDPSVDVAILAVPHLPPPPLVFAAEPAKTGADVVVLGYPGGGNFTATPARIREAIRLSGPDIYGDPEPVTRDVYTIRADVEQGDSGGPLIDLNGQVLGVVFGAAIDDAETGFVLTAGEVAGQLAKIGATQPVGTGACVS
PriA SSB inh = inhibitors of Klebsiella pneumoniae PriA binding to SSB C-terminal tail, primary screen, biochemical, AlphaScreen; PriA–SSB C-terminal tail interaction (Klebsiella pneumoniae); AlphaScreen SSBct-PriA binding, biotinylated peptide; inhibition, % at 33 µM; 0.6% of 430,000 active; AID 1272365, 2023; in the data active = inhibition mostly above about 37%, no sharp cut-off; inactive = mostly below about 20%;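 also: plate controls were negative control peptide for no effect and reference peptide for full effect; strong numbers were not always called active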
* hit, by the source's call; i = inactive; / = not tested or not shown.

Screens in order: Rv3671c protease	TcdB inh	DUSP3 inh	PrPC surface inh	Y pestis TopoI	MazEF act	Vc quorum ag	3CLpro inhibitor	PriA SSB inh	CCHF vOTU inh
1) Cc1cc(C)n(CC(=O)NC2CCCCC2)n1
→ -2	/	10	-5	10	-2	i	-1	-9	7
2) Cc1cc(CN(C)C(=O)CC2C(=O)NCCN2Cc2c(F)cccc2Cl)on1 (configuration not stated)
→ 6	0.2	8	4	0	0	-0.4	4	-9	-4
3) FC(F)(F)c1nnc(-c2ccccc2)nc1N1CCOCC1
→ -7	/	5	0	1	10	i	7	-10	3
4) O=C(OCn1nnc2ccccc2c1=O)c1ccc2c(=O)n3c(nc2c1)CCC3
→ -2	/	6	2	-4	8	-0.1	1	0	-10
5) COc1ccc(CN(C2CCCC2)S(=O)(=O)c2ccc(-n3cnnn3)cc2)cc1OC
→ -7	/	9	-2	21	3	-0.2	5	-7	5
6) O=C(c1ccccc1Br)N1CCN(c2ccccn2)CC1
→ -1	0.9	-26	10	9	16	i	-1	-14	6
7) COc1ccc(-n2c(CNC(=O)COc3ccccc3)n[nH]c2=S)cc1
→ -10	1.3	40	3	-12	16	-0.8	6	-7	-10
8) COCC(=O)N1CCc2ccc(NC(=O)c3ccccc3Cl)cc2C1
→ 4	-0.5	14	3	-4	7	-0.6	-1	-22	2
9) C=CCNC(=S)Nc1ccc(N2CCOCC2)c(S(=O)(=O)Nc2ccccc2Cl)c1
→ 6	-0.2	13	0	-4	0	i	4	0	-43
10) O=C(CNC(=O)c1ccco1)OCC(=O)c1ccc2ccccc2c1
→ 6	/	12	8	3	5	-2.9	-4	-7	1
11) COc1ccc(CNC(=S)Nc2ccc(-c3ccccc3)cc2)cc1
→ 0	-0.6	-1	7	11	-4	-0.3	4	-11	-6
12) C=CCOc1ccc(CN(C)CC(=O)Nc2ccccc2[N+](=O)[O-])cc1
→ 6	0.7	-11	-10	14	0	-0.3	-1	19	10
13) CCCc1cc(Nc2cccc(OCC)c2)n2ncnc2n1
→ -12	/	14	-2	-5	-3	i	-4	-11	-12
14) CC[C@]12c3[nH]c4cc(CCC(=O)N(C)C)ccc4c3CCN1C(=O)[C@@H](CC(=O)NCCCOC)C[C@@H]2C(=O)N1CCN(C(=O)C2CC2)CC1
→ /	0.3	/	5	6	4	-0.4	/	4	-8
15) Cc1ccc(S(=O)(=O)N(C)c2ccc(C(=O)N3CCN(Cc4ccc5c(c4)OCO5)CC3)cc2)cc1
→ -12	/	16	2	4	4	-0.4	-1	7	-19
16) Cc1cccc(C)c1NC(=O)C1CCN(S(C)(=O)=O)CC1
→ 7	-0.2	9	-9	-6	4	0.4	3	-18	7
17) COc1cccc(CN(Cc2cccnc2)S(=O)(=O)c2ccc(-n3cnnn3)c(C)c2)c1
→ -21	1.7	25	3	7	-12	i	-1	3	4
18) O=C(Cn1cncc1-c1ccc([N+](=O)[O-])cc1)Nc1cccc2ccccc12
→ -85	/	-11	-11	4	7	-0.1	2	17	-16
19) CCOc1ccc(N(CC(=O)NC2CCCCC2)C(=O)CSc2nnc(COc3ccccc3)o2)cc1
→ -1	/	4	7	1	4	-0.3	-3	0	2
20) Cc1cc(C)cc(NC(=O)N2C3CCCC2CC(NC(=O)C2CC2)C3)c1 (configuration not stated)
→ 6	0.5	30	4	4	0	7.3	-11	5	0
21) Cc1ccc(-c2cc(C(=O)N3CC(C)OC(C)C3)c3ccccc3n2)o1 (configuration not stated)
→ -2	1.7	/	-1	-7	1	0.9	/	7	-230
22) O=C(COc1ccc(Cl)cc1Cl)Nc1c(-c2cccs2)nc2ccccn12
→ 6	/	-5	8	33	10	i	1	11	-7
23) Cc1ccc2nc(N3C(=O)C(O)=C(C(=O)c4ccc(C)o4)C3c3ccc(O)cc3)sc2c1 (configuration not stated)
→ 3	2.7	/	-1	5	44	-0.6	/	-1	16
24) C=CCOc1cccc(NC(=O)c2ccccc2SC)c1
→ 1	/	-3	14	3	-2	i	-1	-17	7
25) CCOc1cc(C)c(S(=O)(=O)NCCCn2ccnc2)cc1C
→ 11	0.3	6	-1	-5	7	i	-1	-5	7
26) Clc1ccc(Oc2cnc3ccccc3n2)cc1
→ 3	/	27	3	13	-9	i	-5	-18	-1
27) Cc1cc(C(=O)OCC(=O)NCCCN2CCCC2=O)c2ccccc2n1
→ -2	/	26	6	-8	5	-7.1	0	-13	13
28) Cc1ccc(C(=O)NC(=S)Nc2ccc(N3CCN(C(=O)c4ccco4)CC3)cc2)cc1
→ 4	1.6	0	3	38	2	-0.4	4	6	-2
29) C=CCn1c(SCC(=O)Nc2cc(C)cc(C)c2)nnc1-c1cnccn1
→ -6	/	14	-1	12	-5	-0.4	-3	-20	-6
30) O=C(Nc1ccc(Cl)cc1F)C1CCN(S(=O)(=O)c2cccc3nonc23)CC1
→ 4	0.6	7	-5	3	-8	-0.3	7	-12	10

5 compounds picked at random from those above, as already listed:
Screens in order: Rv3671c protease	TcdB inh	DUSP3 inh	PrPC surface inh	Y pestis TopoI	MazEF act	Vc quorum ag	3CLpro inhibitor	PriA SSB inh	CCHF vOTU inh
1) Cc1cc(C)n(CC(=O)NC2CCCCC2)n1
→ -2	/	10	-5	10	-2	i	-1	-9	7
8) COCC(=O)N1CCc2ccc(NC(=O)c3ccccc3Cl)cc2C1
→ 4	-0.5	14	3	-4	7	-0.6	-1	-22	2
17) COc1cccc(CN(Cc2cccnc2)S(=O)(=O)c2ccc(-n3cnnn3)c(C)c2)c1
→ -21	1.7	25	3	7	-12	i	-1	3	4
14) CC[C@]12c3[nH]c4cc(CCC(=O)N(C)C)ccc4c3CCN1C(=O)[C@@H](CC(=O)NCCCOC)C[C@@H]2C(=O)N1CCN(C(=O)C2CC2)CC1
→ /	0.3	/	5	6	4	-0.4	/	4	-8
6) O=C(c1ccccc1Br)N1CCN(c2ccccn2)CC1
→ -1	0.9	-26	10	9	16	i	-1	-14	6

Further results follow.
Screens in order: Rv3671c protease	TcdB inh	DUSP3 inh	PrPC surface inh	Y pestis TopoI	MazEF act	Vc quorum ag	3CLpro inhibitor	PriA SSB inh	CCHF vOTU inh
31) CN1CCCC(C(=O)Nc2cccc(Cl)c2)CC1 (configuration not stated)
→ /	1.7	/	6	3	/	-4.5	/	/	-4
32) CC1CCC(NC(=O)C2(C)CCC(=O)N2Cc2cccnc2)CC1 (configuration not stated)
→ 0	-0.5	24	-6	5	8	-0.2	2	-11	4
33) CC(=O)N(CCC(Cc1ccccc1)c1ccco1)Cc1ccco1 (configuration not stated)
→ -11	0.8	-12	0	5	-1	8.5	5	4	-9
34) CC1CCCN(C(=O)CSc2nnc(-c3ccco3)n2C)C1 (configuration not stated)
→ -2	1.0	13	-6	14	0	-0.2	5	-7	-3
35) CC(NCC(O)COCCC12CC3CC(CC(C3)C1)C2)c1ccccc1 (configuration not stated)
→ 8	1.1	17	14	9	10	2.3	4	-11	21
36) CC1CCCCN1C(=O)COC(=O)CNC(=O)c1sc2ccccc2c1Cl (configuration not stated)
→ 2	0.1	/	3	21	0	i	/	-9	-6
37) O=S(=O)(Nc1cc(S(=O)(=O)N2CCCC2)ccc1O)c1ccc(Cl)s1
→ /	0.1	/	5	6	0	i	/	6	-5
38) N#CN=CN1CC=C(c2ccc(Cl)cc2)CC1
→ /	2.2	/	-1	8	7	-2.9	/	/	12
39) COc1ccc(/C=C2\SC(N)=NC2=O)cc1Cl
→ -14	0.3	10	-5	-3	6	-0.4	-1	/	12
40) COc1ccc(-c2c(C#Cc3ccsc3)c3cc(-c4ccc(OC)nc4)ccc3n2C)cc1
→ -5	3.0	/	5	-6	-8	i	/	-4	-1

An excerpt from above in order of molar mass, high to low.
Screens in order: Rv3671c protease	TcdB inh	DUSP3 inh	PrPC surface inh	Y pestis TopoI	MazEF act	Vc quorum ag	3CLpro inhibitor	PriA SSB inh	CCHF vOTU inh
40) COc1ccc(-c2c(C#Cc3ccsc3)c3cc(-c4ccc(OC)nc4)ccc3n2C)cc1
→ -5	3.0	/	5	-6	-8	i	/	-4	-1
35) CC(NCC(O)COCCC12CC3CC(CC(C3)C1)C2)c1ccccc1 (configuration not stated)
→ 8	1.1	17	14	9	10	2.3	4	-11	21
33) CC(=O)N(CCC(Cc1ccccc1)c1ccco1)Cc1ccco1 (configuration not stated)
→ -11	0.8	-12	0	5	-1	8.5	5	4	-9

Later entries.
Screens in order: Rv3671c protease	TcdB inh	DUSP3 inh	PrPC surface inh	Y pestis TopoI	MazEF act	Vc quorum ag	3CLpro inhibitor	PriA SSB inh	CCHF vOTU inh
41) Cn1c(=O)c2[nH]c(N3CCN(c4ccccc4)CC3)nc2n(C)c1=O
→ 0	-1.1	15	-2	13	12	i	2	1	4
42) CNc1cncc(-c2cccc(C(C)=O)c2)n1
→ /	0.1	/	-10	-1	/	i	/	/	11
43) O=C(CCOc1ccccc1)Nc1ccccc1
→ -2	/	10	-3	8	0	-0.2	-3	-3	9
44) COCCNC(=O)C(c1ccco1)N(C(=O)Cn1nnc2ccccc21)c1ccc(C)cc1C (configuration not stated)
→ 2	/	2	2	1	-1	i	9	-12	-1
45) CCN1CCN(S(=O)(=O)c2ccc(Cl)c(C(=O)NC3CCC(C)CC3)c2)CC1 (configuration not stated)
→ -5	0.6	/	8	-5	5	1.3	/	-22	2
46) COc1c(C)cc(Br)cc1C(=O)NCc1cccnc1
→ 4	1.6	27	-1	-3	-2	i	-4	-11	-9
47) CCN(Cc1ccccc1)S(=O)(=O)c1cc(C(=O)NCCCN(C)C)ccc1OC
→ 6	1.3	22	-3	-14	0	i	2	-4	-8
48) Cc1cccc(N(C)C(=O)CN2C(=O)COc3ccc(S(=O)(=O)N4CCCCCC4)cc32)c1
→ 9	1.8	11	0	24	0	-2.0	4	31	12
49) CC1(C)CCCC2=C1CC1C(=O)N(N)C(=O)C1C2 (configuration not stated)
→ 6	1.1	-7	1	0	7	0.6	4	-5	-8
50) COC(=O)c1ccccc1NC(=O)NC1CCC(C)CC1 (configuration not stated)
→ -2	1.2	5	1	-1	-2	-0.3	8	-7	-3
51) Cc1cccc(NCc2ccc(Br)cc2)n1
→ 1	2.5	31	1	-8	-8	i	-1	0	-11
52) CSc1ncc(F)c(N(CCO)CCO)n1
→ -4	/	2	8	0	7	1.1	1	-4	-8
53) CN(CC(=O)Nc1cccc(C(F)(F)F)c1)Cc1ccccc1
→ -28	0.2	-7	-3	0	7	-0.3	-9	-8	13
54) CCn1c(NCc2ccco2)nc2ccccc21
→ 2	4.7	18	5	1	3	-0.6	-2	-18	-20
55) Cc1cccc(OCCCCc2c(C)n[nH]c2C)c1C
→ 5	2.1	5	9	37	-12	-5.0	0	-10	3

Not all compounds are listed, so the mix of outcomes need not match the whole.
